POLK inh = qHTS for Inhibitors of Polymerase Kappa; DNA polymerase kappa (Homo sapiens), Q9UBT6; purified Pol kappa, fluorescent DNA synthesis assay, 10 min; Potency, µM (titrated, usually from 107 µM), for inactives: at the top dose activity, negative = inhibition, hits mostly inhibitors; 0.53% of 400,000 active; further: potency means the concentration at half of the fitted maximal effect; on the % scale 0 is the no-effect control and ±100 the full control effect
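Fluorescent qHTS in 1536-well format: enzyme (10 nM) and compound sat 15 min at room temperature before 50 nM substrate (final) was added. Signal taken at 0 and 10 min; no-enzyme buffer wells were negative controls.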
Apoferritin bind = qHTS Assay for Identification of Novel General Anesthetics; Ferritin light chain (Equus caballus), P02791; apoferritin/1-aminoanthracene competitive binding, fluorescence; Potency, µM (top dose mostly 77.5 µM), inactives show top-dose activity change, negative = displacement, hits mostly inhibitors; 0.074% of 350,000 active; AID 485281, 2010; further: potency means the concentration at half of the fitted maximal effect; on the % scale 0 is the no-effect control and ±100 the full control effect; nearly all actives have a fitted effect of over 20% in size
Target sequence (P02791 2-175 limits assumed): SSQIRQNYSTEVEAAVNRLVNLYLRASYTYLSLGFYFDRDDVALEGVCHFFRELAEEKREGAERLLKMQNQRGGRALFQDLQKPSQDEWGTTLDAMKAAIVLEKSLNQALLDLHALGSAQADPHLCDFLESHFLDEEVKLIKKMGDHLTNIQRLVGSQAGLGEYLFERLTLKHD
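Probe: 1-aminoanthracene (50% saturated, PBS). Protein: horse-spleen apoferritin, 10 uM. Incubation: 10 min, room temperature. Detection: 380 nm excitation, 535 nm emission. Analysis: normalized response, four-parameter Hill.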
POLH inh = qHTS for Inhibitors of Polymerase Eta. AID 588591, 2011. recombinant Pol eta, fluorescent DNA replication assay. Potency, µM (titrated, usually from 114 µM), for the others: at the top dose activity change, negative = inhibition, hits mostly inhibitors. 1.2% of 390,000 active. DNA polymerase eta (Homo sapiens), Q9Y253; further: potency means the concentration at half of the fitted maximal effect; on the % scale 0 is the no-effect control and ±100 the full control effect
Target sequence (Q9Y253 whole entry, looked up): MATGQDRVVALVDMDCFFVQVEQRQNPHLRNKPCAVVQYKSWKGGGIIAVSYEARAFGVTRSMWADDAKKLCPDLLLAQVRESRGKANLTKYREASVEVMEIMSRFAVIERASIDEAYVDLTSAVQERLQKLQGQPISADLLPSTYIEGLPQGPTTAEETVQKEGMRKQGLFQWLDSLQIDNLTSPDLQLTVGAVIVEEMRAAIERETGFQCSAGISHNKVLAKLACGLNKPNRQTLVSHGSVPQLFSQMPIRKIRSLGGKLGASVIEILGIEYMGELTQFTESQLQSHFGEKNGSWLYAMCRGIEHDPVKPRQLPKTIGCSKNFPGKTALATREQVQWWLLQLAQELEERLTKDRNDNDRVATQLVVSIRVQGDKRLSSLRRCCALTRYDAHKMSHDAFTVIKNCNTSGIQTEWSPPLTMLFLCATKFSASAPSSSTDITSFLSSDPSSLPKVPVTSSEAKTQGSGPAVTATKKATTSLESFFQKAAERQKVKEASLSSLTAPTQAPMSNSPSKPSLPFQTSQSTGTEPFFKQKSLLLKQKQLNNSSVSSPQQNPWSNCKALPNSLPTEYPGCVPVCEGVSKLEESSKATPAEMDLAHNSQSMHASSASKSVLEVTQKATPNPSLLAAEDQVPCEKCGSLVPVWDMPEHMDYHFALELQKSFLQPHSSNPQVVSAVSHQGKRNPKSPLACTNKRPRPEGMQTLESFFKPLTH
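Fluorescent replication assay: 50 nM final substrate added after a 15 min room-temperature compound preincubation with 10 nM enzyme. Signal taken at 0 min and again at 10 min.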
LDHA inh = qHTS assay for inhibitors of human lactate dehydrogenase. AID 1347041, 2019. L-lactate dehydrogenase A chain (Homo sapiens), P00338. 0.15% of 480,000 active. activity change, % (values are at about 110 or 230 µM). purified LDHA, NADH/diaphorase-resazurin fluorescence; stronger effect = lower value; in the data active means activity change below about -30%; inconclusive means mostly about -25% to -30%;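 further: plate controls were DMSO wells for no effect and wells without enzyme for full effect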
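Resorufin fluorescence (ex540/em590), read at 0 and 20 min after diaphorase/resazurin addition, reports the NADH left after a 5 min room-temperature reaction of 2 nM human LDH5 with 0.06 mM NADH and 0.2 mM pyruvate.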
POLB inh = qHTS Assay for Inhibitors of DNA Polymerase Beta; Pol beta primer extension/strand displacement, fluorescence kinetic; Potency, µM (highest dose often 114 µM), without a hit: top-dose activity change, negative = inhibition, actives largely listed as inhibitors; 1.3% of 340,000 active; P06746; further: potency means the concentration at half of the fitted maximal effect; on the % scale 0 is the no-effect control and ±100 the full control effect
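Preincubation: enzyme (10 nM) with compound, 15 min, RT. Reaction: substrate added to 50 nM final. Reads: 0 and 10 min. Analysis: normalized, Hill fit.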
APE1 inh = qHTS Assay for Inhibitors of the Human Apurinic/apyrimidinic Endonuclease 1 (APE1); DNA repair nuclease/redox regulator APEX1 (Homo sapiens), P27695; recombinant APE1, TAMRA/BHQ-2 abasic DNA cleavage fluorescence; Potency, µM (titrated, usually from 65.8 µM), without a hit: at the highest dose activity change, negative = inhibition, actives largely listed as inhibitors; 0.35% of 350,000 active; AID 2517, 2012;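 further: potency means the concentration at half of the fitted maximal effect; plate controls were vehicle for no effect and reference inhibitor for full effect; nearly all actives have a fitted effect of over 55% in size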
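Compound pre-exposure to 0.75 nM APE1, 15 min at ambient temperature. Reaction initiated with 50 nM TAMRA/BHQ-2 THF substrate, read immediately in kinetic mode, 525 nm excitation, 598 nm emission.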
POLI inh = qHTS for Inhibitors of Polymerase Iota | Potency, µM (series often up to 115 µM), for inactives: at the highest dose activity, negative = inhibition, most hits filed as inhibitors | Pol iota fluorescent replication assay, 10 min | 1% of 390,000 active | AID 588590, 2011; further: potency means the concentration at half of the fitted maximal effect
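Fluorescent replication assay read twice, at 0 min and 10 min after adding 50 nM (final) substrate. Enzyme (10 nM) and compounds were first incubated 15 min at room temperature; enzyme-free buffer wells were negative controls.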
BLM inh = qHTS Assay for Inhibitors of Bloom's syndrome helicase (BLM). RecQ-like DNA helicase BLM (Homo sapiens), P54132. Potency, µM (titrated, usually from 56.1 µM), inactives show at the highest dose activity change, negative = inhibition, usual class: inhibitors. 0.2% of 350,000 active. recombinant BLM DNA unwinding, fluorescence dequenching;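 further: potency means the concentration at half of the fitted maximal effect; plate controls were vehicle for no effect and no enzyme for full effect; nearly all actives have a fitted effect of over 35% in size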
Glioma ERSR ind = qHTS for Inducers of the Endoplasmic Reticulum Stress Response (ERSR) in Human Glioma: qHTS; U87-MG GRP78 promoter luciferase reporter, 16 h; Potency, µM, for inactives: at the top dose activation, usual class: activators; 0.02% of 420,000 active; AID 602332, 2012; further: potency means the concentration at half of the fitted maximal effect; series mostly up to about 76 µM; % of control where 0% means no effect; nearly all actives have a fitted effect of over 35% in size
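Stably transfected U87-MG glioma cells carrying a GRP78-based luciferase sensor; 16 h compound incubation. Luminescence end-point read 10 min after Bright-Glo addition at room temperature.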
* = called active by the depositor; ? = inconclusive; · = not tested or not shown; [ ] = remark or other dose. Unless noted, the call rests on the fitted dose curve; in most records, active means well fitted curve in the direction sought with a large enough effect; inconclusive means small, poorly fitted or top-dose-only effect, or another doubt; inactive means no such curve, though single readings can be large; an effect the other way counts as inactive or inconclusive. Not all compounds are listed. The share of hits here may be higher or lower than overall.

1	COCCNS(=O)(=O)c1ccc2c(c1)C(=NO)c1cc(S(=O)(=O)NCCOC)ccc1-2
2	Cc1cc(/C=N/NC(=O)c2ccncc2)c(C)n1-c1cccc(C(F)(F)F)c1
3	c1nc(CCO[C@H]2CCCCO2)cc2cc3c(cc12)OCO3
4	CCOc1ccc(-c2ccc(SCC(=O)N3CCOCC3)nn2)cc1
5	COc1ccc(OCC(=O)N2CCC3(CC2)CC(=O)c2ccccc2O3)cc1

assay / entry	1	2	3	4	5
POLK inh	1%	-15%	-7%	4%	4%
Apoferritin bind	-6%	?	·	-4%	·
POLH inh	-2%	-12%	-14%	-18%	-23%
LDHA inh	-11	-5	2	-5	-10
POLB inh	-3%	1%	·	26%	·
APE1 inh	0%	4%	20%	14%	-2%
POLI inh	-4%	204%[activator]	45%[activator]	82%[activator]	17%
BLM inh	4%	-11%	·	-4%	·
Glioma ERSR ind	-3%	-3%	-11%	-4%	-3%

6	COC(=O)c1c(NC(=O)Cc2coc3cc(C)ccc23)sc2c1CCC2
7	COC(=O)C1CCCN1S(=O)(=O)c1ccc2ccccc2c1 (stereo unspecified)
8	COC(=O)c1ccc(-c2ncc[nH]2)cc1
9	O=C(CN1CCCc2ccccc21)N/N=C/c1ccc(O)cc1O
10	O=C1C(Cl)=C(NCC2CCCO2)C(=O)N1c1ccccc1 (stereo unspecified)

assay / entry	6	7	8	9	10
POLK inh	-13%	-22%	-1%	-13%	4%
Apoferritin bind	65%[activator]	?	-4%	1%	-15%
POLH inh	-13%	?	0%	-4%	-3%
LDHA inh	0	10	-7	9	-4
POLB inh	-2%	7%	42%	6%	4%
APE1 inh	·	?	3%	-3%	8%
POLI inh	-12%	9%	-4%	9%	13%
BLM inh	-1%	0%	-5%	0%	-3%
Glioma ERSR ind	-3%	-2%	4%	2%	-3%

11	CN1CCN(NC(=O)c2cc(S(=O)(=O)N3CCOCC3)c(Cl)cc2Cl)CC1
12	Cc1cc(=O)oc2c3c(cc(OCC(=O)NCC(=O)O)c12)OC(C)(C)CC3
13	COc1cc(NC(=O)CN2CCN(S(=O)(=O)c3ccc(Br)cc3)CC2)cc(OC)c1
14	COc1ccccc1/C=N/NC(=O)CNC(=O)c1ccccc1
15	COc1ccc2nc(N3CCN(C(=O)c4ccc5ncsc5c4)CC3)sc2c1

assay / entry	11	12	13	14	15
POLK inh	-8%	1%	-3%	-13%	2%
Apoferritin bind	6%	17%	-20%	?	·
POLH inh	2%	-6%	-12%	-10%	-17%
LDHA inh	-8	-6	1	-2	-1
POLB inh	?	3%	2%	?	·
APE1 inh	3%	79%[activator]	·	2%	33%
POLI inh	3%	35%[activator]	13%	-14%	9%
BLM inh	0%	1%	-4%	-5%	·
Glioma ERSR ind	-4%	-4%	-3%	1%	-3%

16	Cc1nn(CC2CC2)c(=O)n1-c1ccccc1
17	O=C(C[C@H]1C/C=C\CC[C@@H](Cc2ccc(F)cc2)C(=O)O[C@@H](c2ccccc2)CNC1=O)N[C@H](CO)Cc1ccccc1
18	O=C1CCCCCC1C1(O)C(=O)Nc2ccc(Br)cc21 (stereo unspecified)
19	CCSc1nnc(N(CCC#N)CCC#N)s1
20	Cc1nnc(NC(=O)CCSc2ccc(Cl)cc2)s1

assay / entry	16	17	18	19	20
POLK inh	2%	-4%	-12%	9%	4%[60.1 µM]
Apoferritin bind	-5%	·	-16%	-10%	-5%
POLH inh	-16%	-6%	-11%	-15%	-11%
LDHA inh	-3	-19	0	1	-2
POLB inh	-1%	·	34%[activator]	4%	35%
APE1 inh	5%	6%	-2%	2%	15%
POLI inh	106%[activator]	16%	-16%	-5%	33%[activator]
BLM inh	-1%	·	-2%	1%	0%
Glioma ERSR ind	4%	3%	-8%	-1%	-5%

21	C=CCN(CC=C)C(=O)Nc1cc(OC)ccc1OC
22	COCCCN=CC1=C(O)CC(c2ccccc2)CC1=O (stereo unspecified)
23	COc1cc(F)c(S(=O)(=O)N2CCOc3ccccc32)cc1OC
24	CCOC(=O)c1c(-c2ccc(Br)cc2)csc1NC(=O)c1ccccc1F
25	CC(C)N(C(=O)CSc1nnc(NC(=O)c2cccs2)s1)C(C)C

assay / entry	21	22	23	24	25
POLK inh	-14%	12%	-4%	-2%	5%
Apoferritin bind	-13%	6%	-15%	-3%	-1%
POLH inh	-14%	-15%	-19%	-1%	-7%
LDHA inh	1	-1	-2	-10	7
POLB inh	20%	31%	?	-1%	0%
APE1 inh	5%	-15%	6%	·	14%
POLI inh	59%[activator]	0%	?	-14%	4%
BLM inh	-2%	-1%	-4%	-3%	-1%
Glioma ERSR ind	-1%	-4%	-3%	-2%	0%

26	CCOC(=O)c1sc(NC(=S)NC(=O)c2ccccc2)nc1C
27	CCCn1c(C)cc(C(=O)COC(=O)c2c(C)nn(-c3ccccc3)c2C)c1C
28	CCOC(=O)c1cc(NC(=O)c2cccnc2)ccn1
29	O=C(C1CCN(c2nc(-c3ccccc3)nc3c2CCC3)CC1)N1CCC(O)CC1
30	COc1ccc(-c2cnnn2-c2ccc(NC(=O)c3ccccc3OC)cc2)cc1

assay / entry	26	27	28	29	30
POLK inh	-10%	-8%	-3%	-16%	-4%[60.1 µM]
Apoferritin bind	-1%	0%	·	-7%	-7%
POLH inh	-6%	-23%	0%	-11%	4%
LDHA inh	-2	-3	-5	0	-3
POLB inh	19%	3%	·	-2%	-19%
APE1 inh	7%	-2%	·	-16%	·
POLI inh	15%	9%	-5%[58.9 µM]	9%	?
BLM inh	4%	-8%	·	4%	-3%
Glioma ERSR ind	1%	-5%	-2%	-3%	0%

31	Cc1ccc(Cl)cc1NC(=O)C(=O)NCC(c1cccnc1)N1CCc2ccccc21 (stereo unspecified)
32	O=C(CN1C(=O)NC2(CCCC2)C1=O)Nc1cc(Cl)ccc1Oc1ccccc1
33	CC(C)CCOc1ccc(Cn2c(=O)oc3ccccc32)cc1
34	CSc1ncc2c(n1)-c1ccccc1N(Cc1ccccc1)S2(=O)=O
35	Cc1nc2c(=O)n(-c3cccc(C(F)(F)F)c3)nc(C)c2s1

assay / entry	31	32	33	34	35
POLK inh	-12%	0%	-1%	-9%	-6%
Apoferritin bind	-18%	·	-8%	-12%	4%
POLH inh	-18%	-3%	10%	-6%	8%
LDHA inh	-6	1	-1	2	0
POLB inh	1%	·	0%	18%	9%
APE1 inh	·	-17%	·	·	-1%
POLI inh	1%	20%	3%	16%	20%
BLM inh	-14%	·	0%	-9%	-6%
Glioma ERSR ind	-3%	-3%	-2%	-2%	-6%

36	CCCCOc1cccc(C2C(C(=O)c3ccc(C)o3)=C(O)C(=O)N2Cc2ccco2)c1 (stereo unspecified)
37	Cc1ccc(CNC(=O)c2cn(C3CCCCC3)c(=O)c3c2c2ccccc2n3C)o1
38	COc1ccc(OCc2nnc3n2N=C(c2ccccc2)C(CC(=O)O)S3)cc1 (stereo unspecified)
39	O=C(CSc1nccc(=O)[nH]1)N1c2ccccc2CCc2ccccc21
40	C/C(Cl)=C/Cn1c(N2CCCC2)nc2c1c(=O)[nH]c(=O)n2C

assay / entry	36	37	38	39	40
POLK inh	·	-6%	-13%	-3%	-9%
Apoferritin bind	-18%	?	-6%	-15%	-4%
POLH inh	·	3%	-22%	-7%	-4%
LDHA inh	·	-2	-15	-5	-3
POLB inh	?	2%	22µM*	-12%	-1%
APE1 inh	8%	-2%	-2%	-3%	18%
POLI inh	·	?	?	71µM*	37%[activator]
BLM inh	-13%	-2%	-11%	0%	-3%
Glioma ERSR ind	·	7%	-7%	-4%	-2%

41	CCOC(=O)CSc1nc(N(C)C)nc(N(C)C#N)n1
42	CCOc1c(Nc2ccccc2O)c(=O)c1=O
43	CC(=O)Nc1cccc(C(=O)OC(C)C(=O)Nc2ccc(S(=O)(=O)N3CCCC3)cc2)c1 (stereo unspecified)
44	O=C(COc1ccccc1Cl)Nc1nc(-c2ccncc2)cs1
45	CC(C)C(NC(=O)c1ccc(F)cc1)C(=O)NCC1CCCO1 (stereo unspecified)
46	Cc1cc(C)nc(SCc2ccc(C(=O)O)o2)n1

assay / entry	41	42	43	44	45	46
POLK inh	-4%	-7%	14%	-5%	7%	-6%
Apoferritin bind	-16%	-4%	·	·	-4%	-11%
POLH inh	-12%	-20%	-11%	?	-13%	4%
LDHA inh	-6	8	0	-3	1	-7
POLB inh	-11%	-10%	·	·	49%	24%
APE1 inh	2%	-1%	15%	9%	2%	-2%
POLI inh	5%	129%[activator]	-4%	?	6%	-15%
BLM inh	-2%	-20%	·	·	-5%	-6%
Glioma ERSR ind	-4%	-5%	-3%	-3%	-4%	-6%

Random excerpt: five compounds from above, in no set order.
46	Cc1cc(C)nc(SCc2ccc(C(=O)O)o2)n1
44	O=C(COc1ccccc1Cl)Nc1nc(-c2ccncc2)cs1
41	CCOC(=O)CSc1nc(N(C)C)nc(N(C)C#N)n1
43	CC(=O)Nc1cccc(C(=O)OC(C)C(=O)Nc2ccc(S(=O)(=O)N3CCCC3)cc2)c1 (stereo unspecified)
45	CC(C)C(NC(=O)c1ccc(F)cc1)C(=O)NCC1CCCO1 (stereo unspecified)

assay / entry	46	44	41	43	45
POLK inh	-6%	-5%	-4%	14%	7%
Apoferritin bind	-11%	·	-16%	·	-4%
POLH inh	4%	?	-12%	-11%	-13%
LDHA inh	-7	-3	-6	0	1
POLB inh	24%	·	-11%	·	49%
APE1 inh	-2%	9%	2%	15%	2%
POLI inh	-15%	?	5%	-4%	6%
BLM inh	-6%	·	-2%	·	-5%
Glioma ERSR ind	-6%	-3%	-4%	-3%	-4%
